# Screens as filed in PubChem BioAssay.
# COUP-TFII inh = inhibitors of human COUP-TFII (NR2F2) | P24468 | inhibition, % at 8.6 µM | 370,000 tested, 0.7% active | HEK293T NGFI-A luciferase reporter, luminescence | AID 686940;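 active = inhibition above a per-plate cutoff, mean inhibition of test wells between control levels plus 3 SD, cut at about 38% in these data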;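 also: cells cotransfected with COUP-TFII expression vector driving the NGFI-A reporter; 0% = median of COUP-TF2 test wells and 100% = reporter-only cells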
# SRC1 inh = human NCOA1 inhibition; HEK293 GAL4-SRC1 luciferase reporter, luminescence; inhibition, % at 3.6 µM; 360,000 tested, 0.12% active; AID 588354;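 active = inhibition above the campaign mean plus 3 SD, with each screening campaign given its own cutoff, cut at about 60% in these data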;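 also: 0% = DMSO treated cells and 100% = gossypol at 36 µM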
# LRH-1 inv ag = suppresses constitutive activity of human LRH-1; 360,000 tested, 0.13% active; inhibition, % at 3.6 µM; HEK293T StAR-luciferase reporter, LRH-1 transfected, 24 h;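 active = inhibition above the mean inhibition of all tested compounds plus 3 SD, cut at about 73% in these data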;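 also: 0% = DMSO wells and 100% = reporter-only cells lacking LRH-1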
# SRC2 inh = inhibits human steroid receptor coactivator 2; HEK293 GAL4-SRC2 luciferase reporter, luminescence; inhibition, % at 9 µM; Q15596; 370,000 tested, 0.17% active; AID 651957;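 active = inhibition above the mean inhibition of all tested compounds plus 3 SD, set per campaign, cut at about 52% in these data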;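 also: 0% = DMSO treated cells and 100% = cells given Gossypol at 36 µM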
# MC4R antag cAMP = human MC4R antagonism in cAMP assay; inhibition, % at 6.5 µM; MC4R-expressing cells, MTII-stimulated cAMP, LANCE TR-FRET; P32245; 360,000 tested, 0.48% active; AID 540295;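 active = inhibition above its plate's cutoff, the mean of tested wells on that plate plus 3 SD, cut at about 29% in these data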;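 also: 0% = Melanotan II alone and 100% = Melanotan II plus saturating MCL0020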
#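 System: U2OS-MC4R stable cell line; Technique: Eu-cAMP/anti-cAMP TR-FRET, emission 671 nm; Repeats: single well per compound; Also added: Melanotan II; Dosing: one concentration, 6.5 µM nominal; Schedule: 30-min compound, 1-h challenge, 1-h detection, room temperature.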
# ABHD5 PLIN5 PPI = blocks binding of human ABHD5 to perilipin-5; Split G. princeps luciferase complementation, luminescence, 4 h; Q00G26+Q8WTS1; inhibition, % at 4 µM; AID 602281; 360,000 tested, 0.78% active;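 active = inhibition above the mean inhibition across every tested compound plus 3 SD, cut at about 22% in these data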;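 also: 0% = DMSO only wells and the 100% control is not disclosed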
# NOD2-RIPK2 inh = blocks binding of human NOD2 to RIPK2. CHO BLA complementation NOD2-RIPK2, CCF4 ratio. inhibition, % at 4.98 µM. 360,000 tested, 0.38% active. AID 624267; in the data active = inhibition above about 21%;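 also: 0% = vehicle only and 100% = reference blocker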
# MC4R barr agon = human MC4R agonism via beta-arrestin | 360,000 tested, 0.98% active | activation, % at 8.9 µM | U2OS MC4R beta-arrestin complementation, luminescence; percent of melanotan II response, DMSO zero;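 active = activation above a per-plate cutoff, the mean activation of sample wells on that plate plus 3 SD, cut at about 8% in these data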
# SRC3 inh = inhibits human SRC3 coactivator. inhibition, % at 3.6 µM. HEK293 GAL4-SRC3 luciferase reporter, luminescence. Q9Y6Q9. 360,000 tested, 0.17% active;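 active = inhibition above a per-campaign cutoff, the mean of all compounds plus 3 SD, cut at about 60% in these data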;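 also: 0% = DMSO-treated cells and 100% = gossypol-treated cells at 36 µM; higher means less SRC3-driven luciferase light from the GAL4 reporter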
# Target sequence (Q9Y6Q9 whole entry, looked up, the tested form may be a part): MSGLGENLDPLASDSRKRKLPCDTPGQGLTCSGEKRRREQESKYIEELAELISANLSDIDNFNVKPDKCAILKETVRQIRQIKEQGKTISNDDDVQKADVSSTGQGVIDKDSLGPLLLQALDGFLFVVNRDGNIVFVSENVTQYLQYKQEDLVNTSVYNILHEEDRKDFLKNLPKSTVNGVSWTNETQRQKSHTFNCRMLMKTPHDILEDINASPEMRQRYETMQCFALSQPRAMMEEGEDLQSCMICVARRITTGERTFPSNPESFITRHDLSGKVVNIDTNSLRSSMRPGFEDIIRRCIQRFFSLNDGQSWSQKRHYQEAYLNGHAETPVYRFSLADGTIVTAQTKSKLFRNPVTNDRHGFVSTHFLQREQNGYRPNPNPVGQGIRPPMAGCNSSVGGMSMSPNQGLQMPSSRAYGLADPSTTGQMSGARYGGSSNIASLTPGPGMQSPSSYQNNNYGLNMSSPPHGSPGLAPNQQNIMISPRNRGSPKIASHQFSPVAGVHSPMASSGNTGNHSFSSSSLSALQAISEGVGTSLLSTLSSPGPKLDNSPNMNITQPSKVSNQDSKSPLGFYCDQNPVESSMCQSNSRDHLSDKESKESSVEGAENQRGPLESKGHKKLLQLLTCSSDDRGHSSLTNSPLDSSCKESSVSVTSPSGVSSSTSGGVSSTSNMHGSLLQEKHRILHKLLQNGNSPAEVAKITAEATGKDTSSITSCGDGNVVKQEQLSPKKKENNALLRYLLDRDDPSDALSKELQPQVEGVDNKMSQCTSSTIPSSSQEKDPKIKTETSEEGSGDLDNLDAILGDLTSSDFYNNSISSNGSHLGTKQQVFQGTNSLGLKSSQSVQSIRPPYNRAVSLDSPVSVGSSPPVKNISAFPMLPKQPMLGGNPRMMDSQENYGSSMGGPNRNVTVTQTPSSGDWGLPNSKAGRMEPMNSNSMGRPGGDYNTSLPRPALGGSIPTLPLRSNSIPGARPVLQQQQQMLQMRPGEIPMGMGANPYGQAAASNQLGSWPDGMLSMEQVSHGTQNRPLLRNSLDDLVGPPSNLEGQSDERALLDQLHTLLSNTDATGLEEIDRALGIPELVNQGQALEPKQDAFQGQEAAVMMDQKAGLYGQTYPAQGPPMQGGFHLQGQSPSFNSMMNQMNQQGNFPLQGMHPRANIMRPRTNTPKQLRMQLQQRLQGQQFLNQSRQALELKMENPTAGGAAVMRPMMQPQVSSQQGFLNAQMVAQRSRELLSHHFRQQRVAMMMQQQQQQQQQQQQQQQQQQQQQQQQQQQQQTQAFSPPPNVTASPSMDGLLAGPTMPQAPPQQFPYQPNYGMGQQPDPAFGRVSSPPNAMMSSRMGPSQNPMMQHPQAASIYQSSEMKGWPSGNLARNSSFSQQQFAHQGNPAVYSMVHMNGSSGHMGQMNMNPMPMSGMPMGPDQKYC
# LMP1 NFkB inh = Epstein-Barr LMP1 NF-kappaB reporter inhibition; AID 504558; LMP1-induced NF-kappaB luciferase reporter cells, luminescence; 350,000 tested, 0.69% active; inhibition, % at 12.5 µM; in the data active = inhibition above about 41%;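 also: 0% = neutral control wells and 100% = reference inhibitor control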
# TLR9-MyD88 block = inhibitors of human TLR9-MyD88 binding | inhibition, % at 4.98 µM | CHO BLA complementation TLR9-MyD88, CCF4 FRET ratio | AID 504734 | 340,000 tested, 0.21% active | Q9NR96+Q99836;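 active = inhibition above the mean over all tested compounds plus 3 SD, cut at about 21% in these data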;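 also: 0% = DMSO only wells and 100% = clavulanate BLA inhibitor control wells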
# Starred values were filed as active, the others as inactive; . = no result given.
SMILES	COUP-TFII inh	SRC1 inh	LRH-1 inv ag	SRC2 inh	MC4R antag cAMP	ABHD5 PLIN5 PPI	NOD2-RIPK2 inh	MC4R barr agon	SRC3 inh	LMP1 NFkB inh	TLR9-MyD88 block
O=c1cc(C(F)(F)C(F)F)oc2ccccc12	10	-7	-19	-22	9	-5	10	-1.9	11	5	-17
COc1ccc(NC(=O)CC23CC4CC(CC(Br)(C4)C2)C3)c(OC)c1	-9	-7	-3	1	-1	5	-8	-0.3	8	2	-9
CCC(C(=O)NC1CCN(C)CC1)c1ccccc1 (stereo unspecified)	28	2	-4	-12	4	-4	11	0.0	10	-13	-5
O=C(O)C1Cc2ccccc2CN1S(=O)(=O)c1ccc2ccccc2c1 (stereo unspecified)	2	-18	2	12	3	-1	15	-1.8	-9	-6	11
Cc1cc(C)c(S(=O)(=O)N2CCN(C(=O)c3ccccc3OCc3c(C)noc3C)CC2)c(C)c1	14	-14	-20	-1	7	-6	7	-1.5	-7	46*	-3
Cc1ccccc1/C=N/N1C(=O)CSC1=S	-10	-3	-30	-3	4	-9	4	-2.6	-3	1	-14
Cc1c(C(=O)O)c2cc(O)ccc2n1-c1ccccc1	-2	-9	-6	-12	-1	-5	3	-1.6	-15	0	-1
COc1ccc(C2=CSC3=NNC4(CCCCC4)NN23)cc1	-19	-5	7	-28	-6	-5	-4	3.1	3	-16	-8
COc1ccc(-c2csc(NC(=O)CS(=O)(=O)c3ccccc3)n2)cc1OC	-4	-1	-6	-11	7	-1	-7	-2.4	-9	9	-9
CC1CCCC(NC(=O)c2cccc(S(=O)(=O)N3CCOCC3)c2)C1C (stereo unspecified)	2	7	3	-43	3	5	-3	-1.1	1	-4	-4
Cc1noc(NS(=O)(=O)c2ccc(N/C=C\C(=O)c3ccc(F)cc3)cc2)c1C	-16	-44	-63	-12	18	0	-6	-2.4	-29	-8	.
O=C(c1cc2c(c(-c3cccc(-c4ccncc4)c3)n1)[C@@H](CCO)N(C(=O)c1ccc3c(c1)OCO3)C2)N1CCOCC1	-2	.	-10	-16	.	-8	-3	.	.	.	.
O=c1[nH]c(/C=C/c2cccc([N+](=O)[O-])c2)c([N+](=O)[O-])c(=O)[nH]1	-9	17	18	8	-8	25*	2	-1.2	11	-2	7
O=C1OC(Nc2nc(-c3ccc(F)cc3)cs2)c2ccccc21 (stereo unspecified)	2	-29	-14	1	16	4	4	-0.3	-8	22	-13
COc1cccc(N2CCN(C(=O)c3ccc(CS(=O)Cc4ccc(C)cc4)o3)CC2)c1 (stereo unspecified)	5	-22	-5	-10	7	3	-15	-2.5	-1	-1	-11
Cc1nc2n(COCCO)cnn2c(=O)c1Br	8	-1	1	3	-2	-1	-10	-1.1	-20	-3	4
CN(Cc1nc2ccccc2c(=O)[nH]1)C(=O)c1cccc(S(=O)(=O)N2CCCCCC2)c1	10	3	-14	10	0	6	-8	-0.6	10	7	0
CC(C)(Cc1nc2ccccc2[nH]1)c1nc2ccccc2[nH]1	18	-37	-5	3	-2	2	-5	-1.8	3	-10	-3
CS(=O)(=O)N(CCc1ccccc1)CC(=O)N1CCCCC1	16	5	21	2	6	-2	4	-1.1	-4	5	1
CCOC(=O)N1CCN(C(=O)c2ccc(NS(=O)(=O)c3ccc4[nH]c(=O)[nH]c4c3)cc2)CC1	-1	2	11	2	-1	11	-7	-1.7	-28	-4	-3
CC1CC(=O)c2cnc(Nc3cccc(C(F)(F)F)c3)nc2C1 (stereo unspecified)	-21	-32	-32	8	4	5	-5	3.4	-12	-9	-5
O=C(Cc1ccc(S(=O)(=O)N2CCCCC2)s1)Nc1ccc(F)c(F)c1	-5	-35	15	26	21	0	5	0.8	4	-10	1
COc1ccc(/C=N/Nc2ncnc3sc4c(c23)CCCC4)cc1O	-8	-34	-21	-1	6	1	-2	0.4	-40	-4	2
CCN1CCCC1Cn1cnc2c([nH]c3cccc(Cl)c32)c1=O (stereo unspecified)	1	8	7	-18	1	5	-4	-0.1	-2	-7	3
CC/C(=C1/C(=O)CC(C)(C)C(C(=O)OC)C1=O)N1CCCC1 (stereo unspecified)	12	9	0	-20	-4	1	-2	3.5	3	2	-4
Cc1c(C(=O)NCC2CCCO2)cccc1[N+](=O)[O-] (stereo unspecified)	5	-10	18	16	7	4	-12	-0.3	6	-6	-1
Cn1nnc2cc(NC(=O)Nc3ccccc3F)ccc21	-48	-127	-106	-64	9	0	-3	-0.5	-83	-6	-5
Cc1cccc(NC2SC(=O)N(CC(=O)O)C2=O)c1 (stereo unspecified)	-1	5	13	0	4	1	-5	-0.5	10	1	-7
CCC(=O)c1ccc(OCC(=O)N2CCCC2)c(OC)c1	-1	9	-10	13	-4	-1	6	-3.6	15	-2	-4
CCCCCCCCN1C(=O)[C@H](CC(=O)N2CCOCC2)C[C@@]2(C(=O)OC)CC(C)(C)CC=C12	-3	.	22	-35	.	1	-3	.	.	.	.

# Shown as a hit in LMP1 NFkB inh (from the list above):
SMILES	COUP-TFII inh	SRC1 inh	LRH-1 inv ag	SRC2 inh	MC4R antag cAMP	ABHD5 PLIN5 PPI	NOD2-RIPK2 inh	MC4R barr agon	SRC3 inh	LMP1 NFkB inh	TLR9-MyD88 block
Cc1cc(C)c(S(=O)(=O)N2CCN(C(=O)c3ccccc3OCc3c(C)noc3C)CC2)c(C)c1	14	-14	-20	-1	7	-6	7	-1.5	-7	46*	-3

# The list continues:
SMILES	COUP-TFII inh	SRC1 inh	LRH-1 inv ag	SRC2 inh	MC4R antag cAMP	ABHD5 PLIN5 PPI	NOD2-RIPK2 inh	MC4R barr agon	SRC3 inh	LMP1 NFkB inh	TLR9-MyD88 block
Cn1c(N)c(C(=O)CCl)c(=O)n(Cc2ccccc2)c1=O	-4	-7	3	33	14	8	-2	-1.2	15	-25	1
C[C@@H]1CN([C@H](C)CO)C(=O)c2cc(-c3ccc(C#N)cc3)cnc2O[C@H]1CN(C)C(=O)c1ccccc1	-10	-13	22	-20	7	-4	16	-2.6	-6	1	1
CCCc1ccc(Oc2c(-c3ccc(O)c(C)c3O)n[nH]c2C)cc1	19	-6	0	5	-1	2	-4	0.0	2	-17	2
CCN1/C(=C/c2sc(-c3ccccc3C)c[n+]2C)Sc2ccccc21	90*	42	90*	35	-20	5	17	-4.2	80*	23	10
COCCNC(=O)/C(C#N)=C/c1ccc(O)c([N+](=O)[O-])c1	16	-20	10	-2	-4	-7	-1	-1.8	0	20	-4
Cn1c(C(=O)N2CCN(c3ccc(F)cc3)CC2)cc2ccccc21	-17	6	-14	-37	0	-3	-6	1.2	-2	37	1
CCN(C(=O)CSc1nnc(SC)s1)c1c(N)n(Cc2ccccc2)c(=O)[nH]c1=O	-4	-9	6	14	3	6	7	0.0	-1	-3	-11
N/C(=N\OS(=O)(=O)c1ccc2ccccc2c1)c1ccncc1	15	-3	1	2	0	-24	-6	-0.5	4	0	-9
COc1ccc2cc3cc(C(=O)NCCC(C)C)oc3nc2c1	3	-31	-29	8	11	2	-2	8.8*	-1	3	4
O=S(=O)(c1cccc(-c2cn3cc(Cl)ccc3n2)c1)N1CCOCC1	-7	9	1	-26	17	1	3	1.5	-9	-5	-1
CCOC(=O)NC1CCc2cc(OC)c(OC)c(OC)c2-c2ccc(SC)c(=O)cc21 (stereo unspecified)	-78	-18	17	24	-21	9	3	-2.2	18	0	0
Cc1ccc(C(C(=O)NC2CCCC2)N(Cc2ccc(F)cc2)C(=O)c2snc(C(N)=O)c2N)o1 (stereo unspecified)	-4	0	1	-4	8	5	7	-0.6	-2	-5	-2
Cc1ccc(NC(=O)COC(=O)CN2CCSC2=O)cc1F	7	-4	15	-12	14	-9	5	1.3	1	1	-6
C#CCn1c(=NC(=O)c2ccc(S(=O)(=O)N3CCCc4ccccc43)cc2)sc2cc(S(N)(=O)=O)ccc21	7	-7	1	-4	4	2	1	-3.4	-13	0	-10
OC(COc1c(F)cc(Br)cc1F)CN1CCc2ccccc2C1 (stereo unspecified)	17	2	-3	3	17	4	1	4.3	-12	5	-11
Cc1ccc2nc(-c3ccco3)c(Nc3ccccc3)n2c1	-11	-45	-10	-23	-3	6	9	-0.8	4	-1	4
CCn1cc(/C=N\NC(=O)c2cc(-c3ccccc3OC)nc3ccccc23)c(C)n1	-24	3	-1	-4	1	0	-1	-2.7	21	2	-13
COc1ccc(-c2oc3ccc(-c4ccc5c(c4)OCO5)cc3c2C#CC2(O)CCCCC2)cc1	9	-10	-12	1	8	-7	-4	15*	-6	-1	-15
O=C(CNc1cccc(Cl)c1)NNC(=S)NCc1ccccc1	9	-1	-19	-12	1	-4	6	-2.6	8	6	-5
Cc1ccc(C2/C(=C(\O)c3ccc4c(c3)OCCO4)C(=O)C(=O)N2CC2CCCO2)cc1 (stereo unspecified)	12	-2	0	2	10	3	1	-0.3	8	.	1
O=C(NC1CC(=O)N(c2ccc(F)cc2)C1)N1CCN(C(=O)c2ccco2)CC1 (stereo unspecified)	2	-3	-1	-25	6	4	-8	-3.3	12	4	0
CCOC(=O)C1=C(COC(=O)Cc2ccccc2[N+](=O)[O-])NC(=O)NC1C (stereo unspecified)	-14	1	5	-14	-7	5	-1	0.7	-5	0	-4
CCS(=O)(=O)Nc1cccc(C2=NN(S(C)(=O)=O)C(c3cccs3)C2)c1 (stereo unspecified)	3	-6	-17	-14	9	-3	8	-0.8	1	4	-2
CCOC(=O)N=S(=O)(Oc1ccc([N+](=O)[O-])cc1)c1ccccc1 (stereo unspecified)	-13	-4	12	-1	-1	5	-5	-1.9	-21	-10	-8
C[C@@H]1CN([C@H](C)CO)C(=O)c2cc(-c3ccccc3)cnc2O[C@@H]1CN(C)C(=O)C1CCOCC1	-6	14	-26	12	7	1	0	-1.3	-22	1	-6
COc1cc(C(C(=O)NC2CCCC2)N(C(=O)c2ccco2)c2ccccc2C(C)=O)cc(OC)c1OC (stereo unspecified)	-9	-4	2	0	4	6	-2	-1.6	14	0	3
O=C(c1cc([N+](=O)[O-])cc([N+](=O)[O-])c1)N1CCCc2ccccc21	16	11	6	-5	16	2	3	-2.9	12	-2	1
COc1ccc(C(=O)Nc2ccc(NC(=O)c3ccccc3OC)nc2)cc1	-14	-1	8	23	-2	-3	-7	2.9	-4	5	-3
Cc1ccc(-c2nc(CSCC(=O)N3CCN(C(=O)c4ccco4)CC3)c(C)o2)cc1	24	-16	-16	-5	-1	-8	-1	-0.8	11	3	7
CCC(=O)Nc1nc2nc(C)cc(=O)n2[nH]1	-4	-4	-3	-1	3	-3	-7	-0.8	5	-2	-3
O=C(CNC(=O)N1CC(=O)Nc2ccccc21)Nc1ccc(Cl)cc1	4	1	-9	-17	4	-6	0	-2.1	8	-3	0

# Some of the compounds tested. The share of hits here may be higher or lower than overall.
